14-3-3 PPI – modulators of human 14-3-3 gamma - Raf peptide interaction. inhibition, % at 40 µM. FP, 14-3-3gamma / TMR-pS259-Raf peptide binding. P61981. 160,000 tested, 0.19% active. AID 422; in the data active = inhibition above about 30%;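 also: 0% = protein plus tracer without compound and 100% = blank with tracer alone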
Target sequence (P61981 whole entry, looked up): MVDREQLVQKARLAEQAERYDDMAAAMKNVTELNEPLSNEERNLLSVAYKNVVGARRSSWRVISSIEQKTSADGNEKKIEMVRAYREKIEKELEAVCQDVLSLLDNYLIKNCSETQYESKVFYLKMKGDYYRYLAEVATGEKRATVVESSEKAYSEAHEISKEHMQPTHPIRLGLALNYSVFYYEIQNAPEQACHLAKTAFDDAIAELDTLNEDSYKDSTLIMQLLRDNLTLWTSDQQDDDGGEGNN
The depositor's hits bear a star; & = joins results of further samples. This is a subset. The share of hits here may be higher or lower than overall.

The first four compounds (preview)
SMILES	14-3-3 PPI
Cc1cc(C)c(NC(=O)C2CCCN2CCC(C)C)c(C)c1 (configuration not stated)	0
COc1cccc(C(=O)N2CCN(C(=O)c3cccs3)CC2)c1	-1
CCOC(=O)c1c(-c2ccccc2)c2cc(Cl)ccc2[nH]c1=O	-11
Cc1ccc(S(=O)(=O)NC(C(=O)O)C(C)O)cc1 (configuration not stated)	6

The whole of this part, from the start:
SMILES	14-3-3 PPI
Cc1cc(C)c(NC(=O)C2CCCN2CCC(C)C)c(C)c1 (configuration not stated)	0
COc1cccc(C(=O)N2CCN(C(=O)c3cccs3)CC2)c1	-1
CCOC(=O)c1c(-c2ccccc2)c2cc(Cl)ccc2[nH]c1=O	-11
Cc1ccc(S(=O)(=O)NC(C(=O)O)C(C)O)cc1 (configuration not stated)	6
COc1cc(CN2CCN(Cc3cccc4ccccc34)CC2)cc(OC)c1OC	-7
CC(C)CC(=O)Nc1nnc(C2CCCCC2)s1	2
Cc1cn(COC/C=C/c2ccccc2)c(=O)[nH]c1=O	-6
O=C1CC(c2ccccc2)CC2=C1C(c1cccc(O)c1)Nc1ccc3ncccc3c12 (configuration not stated)	-1
O=C(NC1CCCCC1)c1ccc2c(c1)N(Cc1ccccc1F)C(=O)c1ccccc1S2	-25
CCSc1nnc(Cn2c(=O)sc3ccccc32)n1-c1ccc(OC)cc1	5
COCCc1nnc(NC(=O)Cc2ccccc2)s1	-8
Cc1ccc(-n2nc(C(=O)NCCCN3CCC(C)CC3)c3c4ccccc4n(C)c3c2=O)cc1	-31
COC(=O)c1c(NC(=O)c2ccc(Cl)c([N+](=O)[O-])c2)sc2c1CCCC2	7
O=C(CSc1nnc(-c2cccnc2)n1Cc1ccccc1)NCc1ccccc1	-6
COc1cc(OC)c(OC)cc1C=Cc1nc2ccccc2c(=O)n1-c1cccc(C(F)(F)F)c1	6
CC(=O)c1cccc(N2C(=O)C3CCC(C)CC3C2=O)c1 (configuration not stated)	4
COc1cc2c(cc1NC(=O)CCCN1C(=O)CCC1=O)oc1ccccc12	-6
CCC(C)NC(=O)CC(NS(=O)(=O)c1ccc(Cl)cc1)c1ccco1 (configuration not stated)	-3&-7
CCCC(=O)NC(c1ccc(OC)cc1)c1c(O)ccc2ccccc12 (configuration not stated)	1
Cc1ccc(NC(=O)CN2CCN(C(=O)c3ccco3)CC2)cc1F	-7
CC(=O)N1CCN(c2ccc(F)cc2)CC1	2
CCCc1cc(=O)[nH]c(SCC)n1	-5&-5
CCOC(=O)CNc1nc(OCC#N)nc(N2CCOCC2)n1	-7
O=C(CCn1c(=O)oc2ccccc21)Nc1cccc(Cl)c1	-6
CN1CCN(CCCNC(=O)c2ccc(CS(=O)(=O)c3ccc(Br)cc3)o2)CC1	1
Clc1ccc(-n2ncc3c(N4CCCC4)ncnc32)cc1	3
COc1ccc(N2CCN(Cc3cc(=O)oc4ccc(Cl)cc34)CC2)cc1	-9
Cc1ccccc1CSc1nc2c(c(=O)[nH]1)CCC2	6
CCC(c1ccccc1)c1nnc(N)s1 (configuration not stated)	1
c1ccc(-c2nc(NC3CCCCC3)c3oc4ccccc4c3n2)cc1	-8
COCCN(CCOC)C(=O)C12CCC(C)(C(=O)C1)C2(C)C (configuration not stated)	-3
CC(C)N1CCN(S(=O)(=O)c2ccc(Cl)cc2)CC1	2
O=C1CSC(c2ccccc2)N1c1ccc(I)cc1 (configuration not stated)	4
O=C(Nc1nc2c(Cl)cccc2s1)c1ccc(S(=O)(=O)N2CCc3ccccc32)cc1	-64
NC(=O)C1CCN(C(=O)CSc2nnc(N)s2)CC1	3
C=CCn1c(-c2cccc(Cl)c2)n[nH]c1=S	-7
COCCN(CCOC)C(=O)c1sc2nc(-c3ccccc3)cn2c1C	2
Cc1ccccc1C(=O)N1CC(=O)Nc2ccc(F)cc2C1c1ccccc1 (configuration not stated)	-5
COc1ccc(NC(=O)C2CCCN(S(=O)(=O)c3c(C)n[nH]c3C)C2)c(OC)c1 (configuration not stated)	-7
CN(c1ccccc1)S(=O)(=O)c1ccc(C(=O)Nc2nc3c(cc4c5c(cccc53)CC4)s2)cc1	-33
O=C(COC(=O)c1cccs1)NCC1CCCO1 (configuration not stated)	-1
Cc1ccc(-c2cc(C(F)(F)F)c3c(N)c(C(=O)c4ccc5c(c4)OCO5)sc3n2)o1	-86
CCCCn1cc(-c2ccc3ccccc3n2)c(=S)c2ccccc21	-24
CCCC1c2ccc(C)n2CCN1C(=O)Nc1ccccc1Cl (configuration not stated)	-6
NC(=O)C1(N2CCCCC2)CCN(C(=O)c2ccc3c(=O)n(Cc4ccco4)c(=S)[nH]c3c2)CC1	-22

Two of these compounds in a different format:
| SMILES | 14-3-3 PPI |
| --- | --- |
| COCCN(CCOC)C(=O)c1sc2nc(-c3ccccc3)cn2c1C | 2 |
| COc1ccc(NC(=O)C2CCCN(S(=O)(=O)c3c(C)n[nH]c3C)C2)c(OC)c1 (configuration not stated) | -7 |

Some of the entries so far, as comma-separated lines:
molecule,14-3-3 PPI
NC(=O)C1CCN(C(=O)CSc2nnc(N)s2)CC1,3
O=C1CSC(c2ccccc2)N1c1ccc(I)cc1 (configuration not stated),4
Cc1ccc(-c2cc(C(F)(F)F)c3c(N)c(C(=O)c4ccc5c(c4)OCO5)sc3n2)o1,-86
C=CCn1c(-c2cccc(Cl)c2)n[nH]c1=S,-7

(listing goes on)
SMILES	14-3-3 PPI
CCN(CC)S(=O)(=O)c1ccc(-c2nnc(SCC(=O)N3c4ccccc4CC3C)o2)cc1 (configuration not stated)	1
O=C(NCc1ccncc1)c1cc2n(n1)C(C(F)(F)F)CC(c1ccco1)N2 (configuration not stated)	-38
COc1ccc(OC(=O)c2cc3ccccc3o2)cc1	3
CCCCC(NC(=O)c1ccc(F)cc1)c1nc2ccccc2[nH]1 (configuration not stated)	-7
O=C1CCCN2N=C(SCc3ccccc3F)SC2=N1	-24
O=C(NCC(c1cccs1)N1CCOCC1)c1ccc(Cl)s1 (configuration not stated)	-4
CCC(=O)Nc1cccc(-c2csc(-c3ccccc3)n2)c1	-7
N#CCSc1nc2ccsc2c(=O)n1Cc1ccc2c(c1)OCO2	2
Cc1ccc(-n2nc3c(c2NC(=O)c2ccc(Br)cc2)CS(=O)(=O)C3)c(C)c1	4
CCOC(=O)c1sc(NC(=O)c2cccs2)cc1C	0
Cc1ccccc1C(=O)Nc1cccc(NC(=O)c2ccc(C(C)(C)C)cc2)c1	1
Cc1cccc(N(CC(=O)Nc2c(C)n(C)n(-c3ccccc3)c2=O)S(C)(=O)=O)c1C	-7
CSc1cccc(NC(=O)C2C3C=CC4(O3)C2C(=O)N(C(C)(C)C)C4C(=O)NC2CCCCC2)c1 (configuration not stated)	7
Cc1cccc(Nc2cc(C(=O)O)c3ccccc3n2)c1C	-11
CCCCn1c(CCCO)nc2ccccc21	-1
COc1cc(C2C(=O)N(C3CCCCC3)CC(=O)N2C2CCCCC2)ccc1O (configuration not stated)	-3
CC(=O)Nc1ccc([N+](=O)[O-])cc1-c1nc2cc(C)c(C)cc2[nH]c1=O	-7
Cc1cc(C)n(-c2nnc(C)n2NS(=O)(=O)c2ccc(F)cc2)n1	-3
CCN(CC)S(=O)(=O)c1ccc(C(=O)Nc2sc3c(c2-c2nc4ccccc4s2)CCCC3)cc1	-6
CCOC(=O)C1(CCSC)NC(c2ccco2)C2C(=O)N(C)C(=O)C21 (configuration not stated)	0
CCNc1nc2c(c(=O)[nH]c(=O)n2C)n1CCOC	1
COc1ccc(C(NC(C)=O)c2ccc3cccnc3c2O)cc1 (configuration not stated)	4
CCCCOC(=O)n1ccc(C(=O)Nc2ccccc2OC)n1	-8
COc1cc(C(=O)Nc2ncc(Cc3ccccc3)s2)cc(OC)c1OC	-10
O=C(NCc1ccco1)c1ccc2c(c1)ncn2-c1ccc(OCc2ccccc2)cc1	-51
O=C(CSc1nnnn1-c1ccc2c(c1)OCO2)N1c2ccccc2Sc2ccc(C(F)(F)F)cc21	-166
COc1cc2c(cc1OC)C(c1ccccc1)NCC2 (configuration not stated)	1
Cc1cc(C(=O)Nc2ccc3nc(N4CCOCC4)cc(C)c3c2)ccc1[N+](=O)[O-]	6
Cc1cccc(-n2c(O)c(C=Nc3c(C)n(C)n(-c4ccccc4)c3=O)c3ccccc3c2=O)n1	-1
Cc1ccc(NC(=O)COC(=O)Cn2c(C)csc2=O)cc1	3
Cc1cc(NC(=O)CSc2nc(C3CCCCC3)nc3ccccc23)no1	-1
COc1ccc(OC(C)C(=O)Nc2nccs2)cc1 (configuration not stated)	-7
Cc1cc(C)cc(OCC(=O)NCCN2CCOCC2)c1	-13
CCOC(=O)c1cc2c(=O)n3ccccc3nc2n(CC2CCCO2)c1=NC(=O)c1ccc(C)c([N+](=O)[O-])c1 (configuration not stated)	-10
CCC1CCCCN1C(=O)c1nn2c(c1Cl)NC(c1ccco1)CC2C(F)(F)F (configuration not stated)	-20
COc1ccc(OCC(=O)Nc2ccc3ccccc3c2)cc1	-21
Cn1c(OCc2ccc3c(c2)OCO3)nc2c1c(=O)n(Cc1cccc(Cl)c1)c(=O)n2C	-3
CCOC(=O)c1nnn(-c2nonc2NC(C)=O)c1C	-7
CCN1C(=O)CC(N2CCC(C(=O)N3CCOCC3)CC2)C1=O (configuration not stated)	4
Cc1cc(C)c2oc(-c3cc(NC(=O)c4ccc(Br)o4)ccc3Cl)nc2c1	-243
COc1cccc(C(=O)Nc2c3c(nc4c2CCC4)CCCC3)c1	7
COc1ccccc1Cc1noc(-c2ccc(C#N)cc2)n1	-3
CCN1CCN(S(=O)(=O)c2ccc3nc(-c4ccccc4)[nH]c3c2)CC1	-4
Cc1ccc(-n2ncc3c(=O)[nH]cnc32)c(C)c1	-10
COc1ccc2ccccc2c1C1N=C(SCc2ccc(F)cc2)NC(C)=C1C(C)=O (configuration not stated)	1

Individual results from the results shown.
COc1ccc(OCC(=O)Nc2ccc3ccccc3c2)cc1 in 14-3-3 PPI shows -21
CCCCOC(=O)n1ccc(C(=O)Nc2ccccc2OC)n1 in 14-3-3 PPI shows -8
COc1ccc2ccccc2c1C1N=C(SCc2ccc(F)cc2)NC(C)=C1C(C)=O (configuration not stated) in 14-3-3 PPI shows 1
CCOC(=O)c1cc2c(=O)n3ccccc3nc2n(CC2CCCO2)c1=NC(=O)c1ccc(C)c([N+](=O)[O-])c1 (configuration not stated) in 14-3-3 PPI shows -10
CN1CCN(CCCNC(=O)c2ccc(CS(=O)(=O)c3ccc(Br)cc3)o2)CC1 in 14-3-3 PPI shows 1

Carrying on:
SMILES	14-3-3 PPI
COC(=O)c1cc2ccsc2n1CC(=O)Nc1ccc(N(C)C)cc1	-3
COc1ccc(CNc2nc(-c3cccs3)cc(C(F)(F)F)n2)cc1	-5
COc1ccc(N(CC(=O)Nc2ccc(C)c(C)c2)S(=O)(=O)c2c(C)n[nH]c2C)cc1	1
O=C(COC(=O)Cc1ccsc1)NC1CCCCCC1	-9
O=C(Cc1cccs1)N1CCN=C1SCc1ccccc1	-34
CCCCC[C@H](O)/C=C/C1=C(CCCCCCC(=O)O)C(=O)CC1	-5
O=S(=O)(c1ccc(N2CCN(S(=O)(=O)c3ccc4c(c3)OCCO4)CC2)nc1)N1CCCC1	-18
CCOC(=O)c1ccc2c(c1)C1C=CCC1C(c1cccc(Cl)c1)N2 (configuration not stated)	-74
COc1cccc(NC(=O)N2C(=O)C(=O)c3cc(Br)ccc32)c1	-4
O=C(c1ccco1)N1CCN(c2ccc([N+](=O)[O-])c(NCc3ccco3)c2)CC1	-2
C=CCn1c(SCc2ccc(Cl)cc2)nc2c1c(=O)[nH]c(=O)n2C	-7
CCCC1OCC2(CO)C(C)C=C(C)C1C2C (configuration not stated)	3
COc1ccc(Br)cc1CNC(=O)C1CCCN(C(=O)N(C)C)C1 (configuration not stated)	-2
O=c1c2[nH]c3ccc(Cl)cc3c2ncn1Cc1ccccn1	-8
Nc1nc(C2C(=O)CCCC2=O)cs1	-5
COc1cc2c(cc1OC)C(=O)NC1(CCCC1)C2	-3
O=C(Nc1nc2ccccc2n1CCN1CCOCC1)c1cn(-c2ccccc2)nc1-c1ccccc1	-8
CC(=O)c1ccc(-c2nc3ccccc3n2C)o1	0
Cc1ccc(OCC(=O)N2CCc3ccccc3C2)c(Br)c1	2
Cc1ccccc1Cn1cc(S(=O)(=O)CC(=O)Nc2cccc(C)c2C)c2ccccc21	-6
CCOC(=O)CNc1nc(C)nc2oc(C)nc12	-1
COCCn1c(-c2ccccc2)nc2oc3ccccc3c(=O)c2c1=O	-2
Cc1ccc(S(=O)(=O)N2CCCC2C(=O)NCc2ccco2)cc1 (configuration not stated)	-4
CP(=O)(O)c1nccn1-c1ccc(Cl)nn1	-8
COc1cc(NC(=O)c2nn3c(C(F)(F)F)cc(-c4ccc(Br)o4)nc3c2Br)cc([N+](=O)[O-])c1	-3
c1ccc(-c2nn3c(-c4ccco4)nnc3s2)nc1	4
Cc1ccc(N=C2c3ccccc3C(=O)C2[N+](=O)[O-])c(C)c1 (configuration not stated)	-5
CCOc1cccc2c1OC1(C)CC2NC(=O)N1c1cccc(SC)c1 (configuration not stated)	1
COC(=O)CN(C(=O)CSc1nnc(-c2cccc(OC)c2)o1)c1ccc(OC)cc1	5
CC(C)(C)NC(=O)CN(Cc1ccccc1)S(=O)(=O)c1ccccc1	0
CCN1C(=O)/C(=C\N2CCN(C)CC2)SC1=S	0
CCCNC(=O)c1cc(-c2cccc(OC)c2)on1	-1
COc1ccccc1NC(=O)c1c(NC(=O)c2ccc([N+](=O)[O-])cc2)sc2c1CCCCC2	4
N#Cc1c(-c2ccc3c(c2)OCO3)nc(N2CCCCC2)[nH]c1=O	-30
Cn1c2ccccc2c2c(C(=O)NCCN3CCOCC3)cn(C3CCCC3)c(=O)c21	7
CC1NC(=O)NC1CCCCC(=O)O (configuration not stated)	5
CN(C(=O)c1cc2c(=O)oc3ccccc3c2s1)c1ccccc1F	-1
CC1CCC(C(=O)NC(C(=O)N2CCN(c3ccccn3)CC2)C(C)C)CC1 (configuration not stated)	0&-2
COc1cc2c(C(=O)NCCC3=CCCCC3)cn(C)c(=O)c2cc1OC	-1

Source: PubChem (Emory University Molecular Libraries Screening Center)
